Compound activity deposited in PubChem BioAssay by several laboratories.
Insulin prom up – MIN6 insulin promoter up-regulation; MIN6 insulin promoter-GFP reporter, high-content imaging; hits give high values; z-score at 5 µM; 0.3% of 190,000 active;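 active = z-score above 3 at 5 µM with at least 500 cells counted in the well; inconclusive = wells under 500 cells, flagged as cytotoxic or low count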
M1AAP inhibition – P. falciparum M1AAP inhibitors, biochemical, fluorogenic H-Leu-NHMec substrate, 1536-well (AID 1445); recombinant M1AAP, H-Leu-NHMec fluorogenic kinetic assay; higher % means a stronger effect; inhibition, % at 30 µM, or IC50 in µM where a hit was titrated; 0.42% of 220,000 active;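 active = primary inhibition above the hit cutoff, then over 50% inhibition at one or more dose response concentrations, cut at about 23% in these data, passing the limit was not always enough; inconclusive = conflicting primary data, or primary hits not chosen for dose response; inactive = low primary inhibition, or under 50% at every dose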;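 also: plate controls were DMSO full reaction for no effect and no enzyme background for full effect; strong numbers were not always called active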
CSM14.1 death rescue – rescue of cells from ER stress-induced death, primary screen, 384-well, CSM14.1, thapsigargin, ATP luminescence (AID 1222) | 190,000 tested, under 10 active | cellular ATP content (survival), % at 20 µM; hits with a dose series show EC50 in µM | CSM14.1 thapsigargin-induced death rescue, ATP luminescence; higher % means a stronger effect;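 active = EC50 below 50 µM in the dose-response confirmation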;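 also: death triggered by thapsigargin at about 15 µM added after 2 h compound pretreatment; cell ATP read after overnight thapsigargin exposure of roughly 18 to 22 hours; normalized against plate controls of thapsigargin alone and 5% DMSO vehicle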
MT stabilize HCS – stabilizes microtubules in HeLa cells. HeLa tubulin immunostaining HCS, 24 h; share of cells brighter than vehicle mean+2SD. % tubulin-high responders, % at 10 µM. 0.83% of 200,000 active. AID 2205;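 active = plate Z-score above 3 for both tubulin-high and condensed-nucleus cell shares, with cell loss under 80%, at 10 µM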;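 also: anti alpha tubulin signal scored within the nucleus-defined area of each cell; some results filed as inactive read as strong as hits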
Autophagy HCS – autophagy modulation, high-content screen; 0.98% of 190,000 active; MEF GFP-LC3 puncta imaging; test concentration mostly 10 µM; calls only at 10 µM (by protocol);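 active = percentage of spot-positive cells more than 3 SD above its plate mean, without a fluorescence outlier flag or 80% toxicity; inconclusive = no clear call, values can overlap the other calls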;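 also: spot-positive cell cutoff set from DMSO-treated cells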
K1F lysis inhibition – inhibition of K1F phage lysis, E. coli UTI89, bacterial capsule biogenesis inhibitors, alamar blue (AID 488966) | E. coli UTI89 K1F phage lysis, alamar blue, 2 h; higher % means a stronger effect | inhibition, % at 100 µM, or IC50 in µM where a hit was titrated | 0.02% of 340,000 active;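 active = phage lysis inhibition, versus mean bacterial control, above a set limit; inconclusive = no clear call, values can overlap the other calls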;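 also: capsule biogenesis inhibitors block K1F phage lysis so surviving cells raise fluorescence; higher fluorescence means more inhibition of phage lysis; actives were called in the ten point dose series up to 300 µM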
M17LAP inhibition – P. falciparum M17LAP inhibitors, primary screen, biochemical, fluorogenic H-Leu-NHMec substrate, 1536-well (AID 1619); one-dose inhibition, % at 30 µM; IC50 in µM for titrated hits; recombinant M17LAP, H-Leu-NHMec fluorogenic kinetic assay; higher % means a stronger effect; 0.38% of 220,000 active;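 active = compound inhibiting the enzyme by more than half at any dose during confirmatory dose-response retesting; inconclusive = strong single-dose inhibitors picked by rank but not retested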;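 also: plate controls were full reaction with DMSO carrier for no effect and no enzyme background for full effect; strong numbers were not always called active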
Dynein transport – dynein cargo transport inhibition. 3617.4 mouse cells, GR-EGFP nuclear translocation imaging; test concentration mostly 20 µM; stimulated with dexamethasone, 1 µM; hits give low values. z-score, hits read low. 0.47% of 220,000 active. AID 1381;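 active = plate z-score of nuclear minus cytoplasmic receptor signal below a set negative limit, without overly bright fluorescence or cell loss, cut at about -3.5 in these data, passing the limit was not always enough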;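 also: z-score of nuclear minus cytoplasmic ring GR-EGFP intensity difference per well; some compounds called inactive have numbers as strong as hits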
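Buffer or medium – tet-free medium with charcoal-stripped serum · Signal – automated 10x imaging of fixed Hoechst-stained cells · Also added – dexamethasone agonist, 1.0 µM final, for 30 min · Incubation – induction 48 h, compound 1 h, agonist 30 min · Read-out – GR-EGFP nuclear translocation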
bCat nuc transl – modulators of beta-catenin nuclear translocation | HeLa beta-catenin nuclear translocation, immunofluorescence imaging | nuclear translocation activity, % at 5 µM | 0.3% of 190,000 active | AID 1665;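 active = nuclear translocation activity above 50% at 5 µM, with a well cell count of 50 or more; inconclusive = wells under 50 cells across six images, flagged as toxic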;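 also: per-cell ratio of nuclear to cytoplasmic median beta-catenin stain intensity; plate controls were DMSO negative control for no effect and GSK-3 inhibitor IX positive control for full effect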
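System: HeLa cells, endogenous beta-catenin; compound dosing: 5 µM primary single dose, 0.1% DMSO, 0.02–20 µM confirmation series; incubation: 24 h compound exposure at 37°C, 5% CO2; signal: beta-catenin immunofluorescence imaging with DAPI; evaluation: % activation, nuclear-to-cytoplasmic median beta-catenin signal ratio per cell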
Dynein transport cytoplasmic EGFP – recorded beside Dynein transport, whose call it bears; z-score; measured here: cytoplasmic GR-EGFP intensity; hits give high values
Dynein transport nuclear GR-EGFP – further read-out of Dynein transport, marked with its call; z-score; measured here: nuclear GR-EGFP intensity;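 lower value marks the stronger effect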
Dynein transport cell count – second read-out of Dynein transport, no call of its own (marks repeat the call); z-score; measured here: cell count per field
Insulin prom up cell count – also measured in Insulin prom up; calls as there; cell count; measured here: cytotoxicity, nuclei count;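 total cells summed across four imaged fields per well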
bCat nuc transl cell count 5 µM – recorded beside bCat nuc transl, whose call it bears; cell count; measured here: cell count, cytotoxicity flag
MT stabilize HCS Hoechst-high % – recorded beside MT stabilize HCS, whose call it bears; % Hoechst-high responders; measured here: nuclear condensation Hoechst responders;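 share of cells brighter than vehicle mean plus two SD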
MT stabilize HCS cytotoxicity % – second read-out of MT stabilize HCS, no call of its own (marks repeat the call); toxicity, %; measured here: cytotoxicity by cell density;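 0% = mean cell density of plate MIN control wells and 100% = no cells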
Autophagy HCS cell loss 18 h – also measured in Autophagy HCS; calls as there; toxicity, %; measured here: cell loss, nuclei count;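 cell loss after 18 h compound exposure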
Starred values were filed as active, the others as inactive; i = inactive; ? = inconclusive; / = no result given; + = active, no number; [ ] = dose if it differs, or a comment. Rows were taken by chance, and some 2.9% of all compounds hit somewhere here.

Fields – Insulin prom up, Insulin prom up cell count, M1AAP inhibition, CSM14.1 death rescue, MT stabilize HCS, MT stabilize HCS Hoechst-high %, MT stabilize HCS cytotoxicity %, Autophagy HCS, Autophagy HCS cell loss 18 h, K1F lysis inhibition, M17LAP inhibition, Dynein transport, Dynein transport cytoplasmic EGFP, Dynein transport nuclear GR-EGFP, Dynein transport cell count, bCat nuc transl, bCat nuc transl cell count 5 µM
[1] C=CCSc1nc(-c2ccccc2)c2cc(Cl)ccc2n1
  0.98, 1926, 0%, -2.6%, 3.2, 1.8, 5.7, i, 20, -0.6%, -4%, -0.25, -0.23, -0.43, 0.81, 1.0, 1083
[2] CCOC(=O)C1=C(CC)Nc2ccccc2N=C1NC(=O)Nc1ccccc1OC
  -0.88, 1943, -2%, -2.2%, 5.6, 1.2, 5.8, i, -5, -0.1%, -3%, 0.15, -0.29, 0.56, 1.4, 0.4, 1016
[3] COC(CNC(=O)C1CCCN1C(=O)OCc1ccccc1)OC (stereo unspecified)
  0.26, 1281, 3%, -1.4%, 3.9, 1.6, 3.5, i, 3, 0.3%, 5%, -0.29, -0.0092, -0.055, 0.3, 1.2, 1064
[4] Cc1ccc(Cn2ccc(NC(=O)c3cc(C(C)C)on3)n2)cc1
  0.27, 879, 1%, 1.4%, 9.3, 1.8, 6.5, /, /, -2.9%, 5%, -0.083, -0.14, -0.016, 0.037, 1.4, 1225
[5] O=C(CN1C(=O)c2ccccc2C1=O)Nc1ccccc1N1CCOCC1
  -0.05, 1356, -2%, /, /, /, /, /, /, -0.2%, 1%, 0.66, -0.0088, 0.35, -0.5, 2.8, 1041
[6] COC(=O)c1cc(C(=O)c2cc(Cl)ccc2O)coc1=N
  0.16, 1139, 12%, 0.2%, 1.9, 1.2, 1.2, i, 7, 0.7%, 11%, -0.22, -0.23, -0.2, 0.61, -0.7, 1112
[7] O=C(NCc1ccco1)c1ccc(COc2cccc3ccccc23)cc1
  0.18, 1468, 1%, 0.3%, 3.1, 3.0, 11, i, 2, 4.1%, 2%, 0.17, -0.22, -0.0051, -0.78, 2.1, 1065
[8] NC(=S)N/N=C/c1ccc(Br)o1
  -0.23, 1232, 8%, /, 7.1, 4.8, 1.1, i, -2, -1.6%, 7%, 0.8, 0.52, 0.55, -0.36, -0.5, 1012
[9] COc1ccccc1NC(=O)N1CCN(C(=O)Nc2ccccc2OC)CC1
  0.47, 1040, 2%, /, /, /, /, /, /, 0.0%, 15%, -0.19, -0.15, 0.34, -0.64, -1.4, 1349
[10] COCCN1CC(=O)N(c2cccc(C)c2C)C(c2ccc(Cl)cc2)C1=O (stereo unspecified)
  -1.3, 1356, -3%, 0.9%, 2.5, 2.6, 13, i, -5, 1.2%, 1%, -0.077, -0.21, 0.13, 0.13, -1.8, 1144
[11] CCN(Cc1ccccc1)C(=O)COC(=O)c1cnc(C)cn1
  -0.34, 1274, 2%, -1.8%, 6.6, 2.6, 11, i, -1, 0.1%, 1%, 0.099, -0.35, 0.37, 0.74, 1.0, 1098
[12] COc1ccccc1OCCCN1C(=O)C(=O)c2cccc(C)c21
  /, /, 1%, -1.7%, 3.0, 2.9, 1.4, i, 0, -1.1%[50 µM], 13%, -0.92, -0.32, -0.59, 1, -0.1, 1478
[13] CCOc1ccc(C(=O)NCCc2ccc3c(c2)OCCO3)cc1
  1.3, 1616, 0%, 3.0%, 2.2, 2.2, 2.6, i, 11, -1.0%, -1%, -0.75, -0.2, -0.41, 0.2, 1.0, 1019
[14] COc1cc(/C=N\Nc2ccc([N+](=O)[O-])cc2)ccc1OCC(=O)Nc1ccc(C)c(C)c1
  /, /, -2%, 2.7%, 18, 7.5, 6.9, +, -28*, 0.8%, -6%, 2.5, 5.3, 2.3, -0.34, /, /
[15] CCOC(=O)c1c(NC(=O)CSc2nnc3c(n2)[nH]c2ccccc23)sc2c1CCN(C)C2
  /, /, /, /, 2.4, 1.7, 2.7, i, -11, -0.3%, /, 0.51, -0.19, 0.54, 0.18, /, /
[16] COc1cc(NC(=O)CN2CCC(C)CC2)c(C)cc1[N+](=O)[O-]
  -2.2, 650, 0%, 1.5%, 3.6, 2.1, 7.8, i, 26, 6.6%, -7%, 1.4, 0.088, 0.93, -1.7, -2.3, 1117
[17] CN(C)c1nc2ncn(Cc3ccccc3)c2c(=O)[nH]1
  -0.07, 1038, 6%, /, /, /, /, /, /, 0.1%, 4%, -0.74, -0.29, 0.25, 0.2, -0.6, 1313
[18] COc1ccc(NC(=O)COC(=O)c2ccc(Br)o2)cc1OC
  0.05, 977, 5%, 0.5%, 1.3, 2.2, 9.0, i, 3, 0.7%, -5%, 1.8, -0.096, 1.9, -1.1, -0.6, 624
[19] COc1ccc(-c2nnc(SCc3cccc(C#N)c3)o2)cc1
  -0.6, 1105, 2%, 1.7%, 2.2, 1.6, 3.7, i, -6, 3.0%, 6%, 0.4, -0.042, 0.21, 0.96, 3.8, 1129
[20] O=C(COC(=O)/C=C/c1ccc(S(=O)(=O)N2CCOCC2)cc1)NCc1ccc(Cl)cc1
  -0.65, 1372, -3%, 1.2%, 1.6, 2.0, 6.4, i, 16, 2.5%, -5%, -0.91, -0.29, -0.35, 0.4, 3.9, 1005
[21] COCCCNC(=S)NC1CC2CCC(C1)N2Cc1ccccc1 (stereo unspecified)
  /, /, -5%, 2.0%, /, /, /, i, 12, -0.5%, 2%, 0.43, -0.28, 0.53, 0.079, 1.0, 1475
[22] c1ccc2c(SCc3cn4ccccc4n3)nncc2c1
  -0.12, 1289, 10%, /, 4.9, 1.9, 5.6, i, 2, 0.1%, 11%, -0.36, -0.33, -0.042, -0.05, 4.7, 1046
[23] COc1ccccc1C1CC(=O)NC(SCC(=O)Nc2ccccc2)=C1C#N (stereo unspecified)
  0.71, 982, 3%, -1.4%, 1.9, 3.6, 7.4, i, -8, -1.1%, 2%, -0.35, -0.17, -0.17, 0.2, 0.7, 1175
[24] O=C(N/N=C/c1ccncc1)c1cc2c(ccc3ccccc32)o1
  -0.59, 1429, -3%, 0.1%, 3.1, 1.2, 3.9, i, -25, 0.6%, 4%, -0.33, 0.18, 0.59, 0.76, -0.5, 1394
[25] NC1=NC2(CCN(Cc3ccccc3)CC2)n2c(nc3ccccc32)N1
  -0.2, 979, 2%, -0.1%, 5.4, 3.1, 5.4, i, -15, 0.2%, 0%, -0.65, -0.23, -0.17, 0.43, -4.1, 1096
[26] CCc1ccc(C(C(=O)NCc2ccc(OC)cc2)N(CCOC)C(=O)Cc2cccs2)cc1 (stereo unspecified)
  -0.87, 1333, -5%, 1.7%, 1.8, 1.4, 7.9, i, -1, 11%, 13%, -0.91, -0.32, -0.39, 0.26, -0.6, 1374
[27] O=C(Cn1c(=O)[nH]n(-c2ccccc2)c1=O)N1CCCc2ccccc21
  1, 1336, 0%, -3.4%, 4.7, 0.5, 76, i, -4, 0.8%, -3%, -0.86, -0.22, -0.56, 0.87, /, /
[28] COc1ccc(CCn2c(O)cc3nn(-c4nc5ccccc5s4)c(=O)c-3c2C)cc1
  2, 984, 9%, /, /, /, /, /, /, -0.9%, 4%, 0.011, 0.17, -0.026, 0.97, 0.5, 1343
[29] COC(=O)C1=C(C)N(Cc2ccc3c(c2)OCO3)C(=O)C1
  -0.51, 1512, -3%, 0.5%, 3.9, 1.9, 8.7, i, 5, 2.0%, 11%, -0.54, -0.34, -0.19, 0.71, 1.2, 1567
[30] COc1cc(/C=C2\SC(=Nc3ccc(O)cc3)NC2=O)cc(OC)c1O
  -1.4, 1156, 11%, -1.2%, 3.2, 1.8, 9.8, i, 9, 0.0%, 6%, -0.088, -0.25, -0.39, 1, 2.4, 1073
[31] CC1=NN(C(=O)c2ccc(Cn3nc(C)c(Br)c3C)cc2)C(O)(C(F)(F)F)C1 (stereo unspecified)
  0.05, 1384, -3%, 1.8%, 3.2, 3.1, 10, i, -1, 7.4%, 5%, 0.5, 0.28, 0.34, -0.71, -1.1, 548
[32] COc1ccc(-c2ccc(C(c3c(C)[nH][nH]c3=O)c3c(C)[nH][nH]c3=O)o2)c([N+](=O)[O-])c1
  0.54, 1527, 7%, 0.7%, 3.0, 1.5, 3.6, i, 17, -0.5%, ?, 0.68, -0.21, 0.63, -0.79, -0.4, 1034
[33] O=C(O)[C@@H](O)c1ccccc1
  0.54, 1558, -3%, 0.1%, /, /, /, /, /, 4.7%, -4%, /, /, /, /, -0.2, 1101
[34] CCCn1c(SCC(=O)Nc2sc(C)c(C)c2C(=O)OCC)nc2c1c(=O)n(C)c(=O)n2C
  0.14, 1006, 11%, -1.2%, 5.1, 3.8, 9.3, i, -3, 0.1%, -9%, 1.8, 0.38, 1.4, -2.2, -3.0, 1224
